High-throughput results (PubChem)
CRFBP-R2 block: CRF-BP/CRF-R2 complex antagonism | HEK293 CRF-R2/CRF-BP, CRF-induced calcium fluorescence | inhibition, % at 11.8 µM | 350,000 compounds, 0.59% hits | AID 588475;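 active = inhibition of the ligand-induced calcium signal above about 50% at the single tested concentration, limit read from the data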
GalR3 antagonist: human GalR3 antagonism; O60755; HEK293 GalR3-CNG cAMP membrane potential fluorescence; galR3 body fused to GalR1 C-terminus; inhibition, % at 3 µM; 360,000 compounds, 0.44% hits; AID 651719;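 active = inhibition above the screen-wide average plus 3 SD, cut at about 13% in these data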;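 note: forskolin and galanin both at EC90 stimulate the cells; cAMP rise reported by CNG channel membrane potential dye signal; 0% = forskolin plus galanin with DMSO and 100% = forskolin alone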
Target sequence (O60755 1-299 limits assumed): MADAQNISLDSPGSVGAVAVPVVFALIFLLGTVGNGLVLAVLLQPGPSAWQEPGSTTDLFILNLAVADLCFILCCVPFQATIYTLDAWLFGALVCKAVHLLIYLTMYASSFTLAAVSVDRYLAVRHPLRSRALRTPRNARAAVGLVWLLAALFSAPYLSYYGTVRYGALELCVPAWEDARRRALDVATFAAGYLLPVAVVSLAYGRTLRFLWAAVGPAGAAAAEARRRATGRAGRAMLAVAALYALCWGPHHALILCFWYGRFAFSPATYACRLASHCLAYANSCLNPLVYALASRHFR
FID counter: displaces DNA intercalator in HCV helicase counter-screen | 290,000 compounds, 0.17% hits | inhibition, % at 7.9 µM | DNA fluorescent intercalator displacement, fluorescence | AID 1845; in the data active = inhibition above about 37%;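 note: 0% = vehicle and 100% = reference compound; higher means more ethidium bromide displaced from hairpin DNA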
MEKK2mut PB1 HTS: signal of MEK5 binding to mutant human MEKK2 PB1 domain; percent response, % at 10 µM; AID 1530; bead flow cytometry, Alexa488-MEK5 binding to MEKK2 mutant; 290,000 compounds, 0.35% hits; in the data active = percent response above about 24%, passing the limit was not always enough; note: inactives centre near 1; some results filed as inactive read as strong as hits
HCV NS3 hel inh: inhibitors of Hepatitis C virus NS3 helicase. NS3 helicase DNA unwinding, Cy5 molecular beacon fluorescence. inhibition, % at 10.9 µM. 290,000 compounds, 0.56% hits. AID 1800;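 active = inhibition above the mean of all tested compounds plus 3 SD, set per campaign, cut at about 35% in these data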;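 note: 0% = DMSO wells and 100% = thioflavine S control wells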
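Measured by: Cy5 fluorescence, 0 and 60 min reads / Assay system: NS3 helicase fragment of HCV / Control set: low DMSO, high thioflavine S at 110 µM / Times: 1 h reaction at 25 °C, ATP-initiated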
MEKK2 WT-MEK5: raises or lowers MEK5 binding to wildtype human MEKK2 PB1 domain. Q9Y2U5. bead flow cytometry, Alexa488-MEK5 binding to MEKK2 WT; actives lie on both sides. binding response (% of control), % at 10 µM. 290,000 compounds, 1.1% hits. AID 1531; in the data active = binding response below about 67% or above about 130%
CRFR2-BP ag: CRF-BP/CRF-R2 complex agonism; HEK293 CRF-R2/CRF-BP, calcium dye fluorescence (FLIPR); percent of saturating CRF peptide response; activation, % at 13.2 µM; 350,000 compounds, 0.46% hits; AID 588473;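 active = activation of at least 50%, plus an integration ratio under a set limit after plate pattern correction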;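 note: plate controls were neutral control wells without compound for no effect and CRF at EC100 for full effect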
MEKK3 PB1 HTS: raises or lowers MEK5 binding to the human MEKK3 PB1 domain; Q99759; 290,000 compounds, 1.4% hits; binding response (% of control), % at 10 µM; bead-based flow cytometry, Alexa488-MEK5 binding to MEKK3; actives lie on both sides; 0 = blocked by unlabeled MEK5, 100 = vehicle;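 active = binding response more than 3 SD above or below the average of its plate-row segment, actives on both sides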;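 note: Alexa488 bead fluorescence after subtracting the streptavidin-only scavenger bead signal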
Target sequence (Q99759 whole entry, looked up, the tested form may be a part): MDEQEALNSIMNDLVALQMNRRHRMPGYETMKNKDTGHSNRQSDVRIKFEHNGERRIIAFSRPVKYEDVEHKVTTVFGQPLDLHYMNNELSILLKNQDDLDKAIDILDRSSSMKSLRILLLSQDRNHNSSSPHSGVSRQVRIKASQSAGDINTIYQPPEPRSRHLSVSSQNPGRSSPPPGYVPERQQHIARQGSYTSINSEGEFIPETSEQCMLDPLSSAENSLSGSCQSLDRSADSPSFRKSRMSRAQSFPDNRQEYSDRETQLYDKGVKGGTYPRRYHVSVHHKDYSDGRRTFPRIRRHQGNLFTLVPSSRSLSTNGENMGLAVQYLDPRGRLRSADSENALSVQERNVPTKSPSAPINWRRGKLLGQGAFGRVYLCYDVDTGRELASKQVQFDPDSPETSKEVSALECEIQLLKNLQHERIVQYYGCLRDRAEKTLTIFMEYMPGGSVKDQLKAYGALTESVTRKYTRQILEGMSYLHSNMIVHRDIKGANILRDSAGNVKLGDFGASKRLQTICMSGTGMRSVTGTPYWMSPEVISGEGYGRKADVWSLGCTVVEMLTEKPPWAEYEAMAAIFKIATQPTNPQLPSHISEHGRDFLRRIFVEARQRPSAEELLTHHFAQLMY
SUMO HTRF inh: SUMOylation inhibition; P63279; HTRF SUMOylation assay, SAE1/SAE2 + UBC9, in vitro; inhibition, % at 35 µM; 290,000 compounds, 0.36% hits; AID 2006; in the data active = inhibition above about 50%, passing the limit was not always enough; note: strong numbers were not always called active
* marks the source's active call; other numbers are inactive results; · = no result given. Only part of the results is shown; count on the stated rates, not on these rows.

canonical_smiles	CRFBP-R2 block	GalR3 antagonist	FID counter	MEKK2mut PB1 HTS	HCV NS3 hel inh	MEKK2 WT-MEK5	CRFR2-BP ag	MEKK3 PB1 HTS	SUMO HTRF inh
O=C(CNS(=O)(=O)c1ccc(C(=O)N2CCOCC2)cc1)N1CCOCC1	-21.8	-5.8	-2.5	1.0	-8.4	106.0	2.6	100.0	17.2
Cc1cccc(N(CC(=O)NC2CCCC2)C(=O)c2cc3cc4cccc(C)c4nc3s2)c1C	-6.3	-2.9	-3.3	0.0	4.0	89.0	-0.6	104.0	6.2
Cc1nn(CC#N)c(=O)n1-c1ccccc1	-3.5	6.0	0.5	5.0	4.5	106.0	0.4	103.0	13.2
COCCCNC(=O)c1oc2ccc(S(=O)(=O)N3CCOCC3)cc2c1C	-21.6	-6.7	-15.0	-1.0	-7.3	99.0	1.0	99.0	6.0
O=C(Nc1ccccc1C(=O)NCCc1ccc(O)cc1)c1ccco1	0.4	-3.5	-10.2	3.0	3.5	104.0	2.5	105.0	-4.4
O=C(c1ccccn1)N1CCCC(N2CCN(Cc3ccc4c(c3)OCO4)CC2)C1 (stereo not drawn)	-13.7	-0.4	-0.1	4.0	-4.0	109.0	-6.6	99.0	-14.4
O=C(NC1CCN(Cc2ccccc2)CC1)C1CCCN(S(=O)(=O)c2cccc3nonc23)C1 (stereo not drawn)	1.1	-3.8	14.3	-8.0	-1.8	93.0	2.6	81.0	16.5
Cc1cc(-c2n[nH]c(=S)n2/N=C/c2cccs2)n[nH]1	-11.6	-0.7	-3.1	0.0	2.0	108.0	1.5	101.0	-11.2

Retrieved one by one from the entries so far (2):
canonical_smiles	CRFBP-R2 block	GalR3 antagonist	FID counter	MEKK2mut PB1 HTS	HCV NS3 hel inh	MEKK2 WT-MEK5	CRFR2-BP ag	MEKK3 PB1 HTS	SUMO HTRF inh
O=C(CNS(=O)(=O)c1ccc(C(=O)N2CCOCC2)cc1)N1CCOCC1	-21.8	-5.8	-2.5	1.0	-8.4	106.0	2.6	100.0	17.2
O=C(c1ccccn1)N1CCCC(N2CCN(Cc3ccc4c(c3)OCO4)CC2)C1 (stereo not drawn)	-13.7	-0.4	-0.1	4.0	-4.0	109.0	-6.6	99.0	-14.4

Following part:
canonical_smiles	CRFBP-R2 block	GalR3 antagonist	FID counter	MEKK2mut PB1 HTS	HCV NS3 hel inh	MEKK2 WT-MEK5	CRFR2-BP ag	MEKK3 PB1 HTS	SUMO HTRF inh
O=C(CCS(=O)(=O)c1ccc(Cl)cc1)Oc1ccc2c(c1)OCO2	7.6	-0.6	-6.3	13.0	-8.2	101.0	-1.2	101.0	3.2
CCOC(=O)c1c(NC(=O)CSc2nc(C)cc(C)c2C#N)sc(C(C)=O)c1C	-26.8	-5.3	4.0	·	9.2	·	-2.4	·	9.8
C/C(=N\NC(=O)CN(c1ccccc1)S(=O)(=O)c1ccccc1[N+](=O)[O-])C(C)(C)C	-1.5	-3.5	0.2	-2.0	5.8	104.0	-2.8	106.0	-4.9
CCOc1ccc(N(C)S(=O)(=O)c2ccc3[nH]cc(C(=O)NCCCOC)c(=O)c3c2)cc1	6.5	-6.0	-10.1	7.0	-2.0	106.0	-0.9	103.0	4.3
COc1ccc(S(=O)(=O)N2CCC(C(=O)c3ccc4c(c3)OCCO4)CC2)cc1	-8.0	-7.6	-18.3	3.0	-5.6	95.0	1.4	94.0	-22.2
CC1CC(C)CN(CCC(=O)Nc2ccc(Br)cc2)C1 (stereo not drawn)	1.7	-12.3	11.6	3.0	-4.3	104.0	0.3	104.0	16.1
O=C(NCc1ccccc1)c1nc(S(=O)(=O)Cc2ccccc2)ncc1Cl	30.4	-9.7	-17.7	1.0	-1.4	103.0	-0.6	102.0	32.8
COc1ccc(OCC(=O)Nc2ccc3c(c2)nc2n3CCSC2)cc1	9.9	-6.3	-14.9	0.0	-2.3	99.0	-1.2	98.0	17.1

canonical_smiles	CRFBP-R2 block	GalR3 antagonist	FID counter	MEKK2mut PB1 HTS	HCV NS3 hel inh	MEKK2 WT-MEK5	CRFR2-BP ag	MEKK3 PB1 HTS	SUMO HTRF inh
Cc1[nH]n(-c2ccc(Cl)c(Cl)c2)c(=O)c1CCO	-42.8	-2.5	-3.3	5.0	1.8	103.0	1.5	106.0	-13.3
Cn1cccc1/C=N/N1CCN(Cc2ccccc2)CC1	-3.3	-4.8	-5.0	-1.0	0.2	101.0	-5.6	99.0	6.2
Cc1nnc(Sc2cc(C(=O)NCCCN(C)Cc3ccccc3)c3ccccc3n2)s1	4.9	-6.5	12.1	2.0	-1.9	120.0	-1.1	131.0*	-1.1
S=C(NC1CCCCC1)NC1CC2CCC(C1)N2Cc1ccccc1 (stereo not drawn)	-9.5	-4.9	13.5	-3.0	-15.6	101.0	-1.1	102.0	13.5
c1ccc(SCCOCCN2CCOCC2)cc1	7.8	-11.5	12.0	0.0	-2.9	108.0	0.2	102.0	5.5
CC(C)(C)c1nc(NCCN2CCOCC2)c2nnn(Cc3ccccc3Cl)c2n1	-62.2	3.4	8.2	16.0	-8.7	117.0	-2.6	104.0	14.3
CCSc1nc2ccccc2c(=O)n1-c1c(C)n(C)n(-c2ccccc2)c1=O	14.0	-3.7	-16.9	0.0	-3.9	100.0	0.1	106.0	24.7
O=C1C(=O)N(CCCn2ccnc2)C(c2cccnc2)/C1=C(/O)c1ccc(F)cc1 (stereo not drawn)	3.1	-1.8	·	1.0	·	98.0	0.5	101.0	7.2

canonical_smiles	CRFBP-R2 block	GalR3 antagonist	FID counter	MEKK2mut PB1 HTS	HCV NS3 hel inh	MEKK2 WT-MEK5	CRFR2-BP ag	MEKK3 PB1 HTS	SUMO HTRF inh
CCOc1ccc(N2C(=O)C3C(c4ccccc4F)NN(C(=O)c4ccc(C)cc4)C3C2=O)cc1 (stereo not drawn)	1.2	2.4	-43.8	-2.0	-16.9	102.0	-2.2	109.0	8.0
CCOC(=O)c1ccc(CNC(=O)C2CCCCC2C(=O)OCC(F)(F)F)o1 (stereo not drawn)	0.5	1.5	-8.9	3.0	-2.2	105.0	0.3	101.0	31.4
Cc1cc(/C(N)=N/OC(=O)c2cccc(Cl)c2)no1	-16.9	-2.3	-3.6	4.0	1.7	105.0	0.1	107.0	8.3
COc1ccc(S(=O)(=O)n2nc(OC(=O)c3ccccc3)cc2N)cc1	24.6	-1.3	-1.1	2.0	-1.6	99.0	-0.1	101.0	-13.4
Cc1ccc(S(=O)(=O)N2CCCN(C(=O)c3cc4ccccc4[nH]3)CC2)cc1	-6.8	-4.3	-35.9	4.0	7.1	100.0	0.1	101.0	-5.7
COc1ccc(N2CCN(C(=O)NC34CC5CC(CC(C5)C3)C4)CC2)cc1	-11.1	0.7	-23.1	1.0	-2.1	97.0	-0.4	111.0	5.4
COC(=O)Nc1c(-c2ccccc2)nc2ccc(Cl)cn12	-7.5	-8.9	-2.4	1.0	-3.5	103.0	2.8	104.0	6.0
O=C(c1ccccc1)C(C(=O)N1CCc2ccccc2C1)n1ccccc1=O (stereo not drawn)	-4.6	7.4	-12.9	-2.0	-2.0	92.0	0.8	94.0	-12.6

canonical_smiles	CRFBP-R2 block	GalR3 antagonist	FID counter	MEKK2mut PB1 HTS	HCV NS3 hel inh	MEKK2 WT-MEK5	CRFR2-BP ag	MEKK3 PB1 HTS	SUMO HTRF inh
O=C1C(Cl)=C(N2CCCCCC2)C(=O)N1c1ccccc1	5.7	-8.9	-1.6	3.0	4.1	98.0	2.2	101.0	2.7
Cc1c(Cl)cccc1-n1c(SCC(=O)N(C)Cc2ccccc2)nnc1-c1ccncc1	-9.8	-1.5	-50.2	0.0	5.0	100.0	1.4	104.0	7.9
COc1ccc(Cl)cc1-n1c(=S)sc2c(=O)n(-c3ccc(F)cc3)c(SCC(=O)O)nc21	-7.5	-7.5	-9.9	4.0	-6.5	101.0	-1.8	103.0	5.9
CNC(=O)C12CC3CC(CC(Cl)(C3)C1)C2	5.4	-0.1	-3.2	0.0	6.0	104.0	-2.7	118.0	-10.8
CSCCC(N=C(NS(=O)(=O)c1ccc(Br)cc1)c1ccccc1)C(=O)O (stereo not drawn)	27.5	-0.7	-39.8	-6.0	-6.2	96.0	4.4	92.0	6.7
CCS(=O)(=O)c1ccc2oc(SCC(=O)NCc3ccccc3)nc2c1	2.5	3.0	-6.9	5.0	-0.7	99.0	-1.2	102.0	-1.7
CC(=O)N/C(=N/c1nc(C)cc(C)n1)Nc1ccc(NC(C)=O)cc1	-2.9	0.6	-12.5	0.0	1.1	95.0	-0.3	87.0	1.9
O=C(CCCN1C(=O)c2cccnc2C1=O)Nc1ccccc1F	-3.5	-2.2	3.4	-5.0	-8.2	99.0	1.1	100.0	4.9

canonical_smiles	CRFBP-R2 block	GalR3 antagonist	FID counter	MEKK2mut PB1 HTS	HCV NS3 hel inh	MEKK2 WT-MEK5	CRFR2-BP ag	MEKK3 PB1 HTS	SUMO HTRF inh
CC(C)(C)c1cc(CN(CCO)CCO)cc(C(C)(C)C)c1O	6.6	-2.6	-3.0	-5.0	-3.2	95.0	-0.9	97.0	-1.0
C=CCn1c(C)cc(C(=O)CSc2nc3ccccc3o2)c1C	18.0	-2.9	-8.4	-3.0	24.9	97.0	0.0	97.0	6.0
COc1ccc(CN2CCN(Cc3cccc4nonc34)CC2CCO)c(C)c1C (stereo not drawn)	0.2	-1.7	8.0	1.0	-1.5	104.0	1.3	104.0	2.1
CNC(=O)COC(=O)c1ccc([N+](=O)[O-])cc1Cl	1.3	-2.5	-1.8	15.0	-1.7	105.0	0.4	103.0	4.4
O=C(NC(=S)NC1CCSC1=O)c1cccs1 (stereo not drawn)	4.4	2.1	-1.1	-2.0	7.7	98.0	0.9	95.0	-9.7
COC(=O)C(=C/C=C/c1cccnc1)C(=O)OC	-1.3	0.9	6.9	-10.0	14.5	90.0	-0.8	99.0	13.1
CCCCSc1nnc(-c2ccc(NC(=O)CC)cc2)n1C	24.0	-0.8	-19.9	-2.0	-5.4	91.0	1.1	97.0	-0.8
Cc1cc(NC(=O)COC(=O)c2cccc(O)c2)no1	7.3	-3.1	4.7	-6.0	2.5	93.0	-0.1	97.0	13.8

canonical_smiles	CRFBP-R2 block	GalR3 antagonist	FID counter	MEKK2mut PB1 HTS	HCV NS3 hel inh	MEKK2 WT-MEK5	CRFR2-BP ag	MEKK3 PB1 HTS	SUMO HTRF inh
Nc1c(C(O)(C(F)(F)F)C(F)(F)F)ccc2ccccc12	1.2	-6.6	-1.7	-3.0	-10.8	93.0	6.5	101.0	-1.6
CC(C)(C)c1ccc(CNc2cc(N3CCOCC3)ccc2[N+](=O)[O-])cc1	2.4	1.9	-2.4	-8.0	-6.4	94.0	0.5	90.0	9.0
COc1ccc(-c2c(C#N)c(N)nc3c2CCc2ccccc2-3)cc1OC	5.8	-6.7	-28.5	-5.0	-21.5	90.0	2.1	91.0	-16.9
COc1cccc(OCC(O)CN2CCN(c3ncccn3)CC2)c1 (stereo not drawn)	-12.5	-0.8	-6.8	-1.0	1.1	105.0	-1.8	107.0	-6.4
